# Compound activity: PubChem BioAssay, several laboratories
# STK33 kinase inh – inhibitors of purified STK33 kinase, primary screen, biochemical, ADP-Glo luminescence, homogeneous, cell-free; MBP phosphorylation; Serine/threonine-protein kinase 33 (Homo sapiens), Q9BYT3; AID 2661, 2010; hit rate 0.073% among 320,000; inhibition, % at 10 µM;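 active = inhibition at or above 25%, using the most active replicate where run in duplicate; inactive = inhibition below 25%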
# Target sequence (Q9BYT3 whole entry, looked up): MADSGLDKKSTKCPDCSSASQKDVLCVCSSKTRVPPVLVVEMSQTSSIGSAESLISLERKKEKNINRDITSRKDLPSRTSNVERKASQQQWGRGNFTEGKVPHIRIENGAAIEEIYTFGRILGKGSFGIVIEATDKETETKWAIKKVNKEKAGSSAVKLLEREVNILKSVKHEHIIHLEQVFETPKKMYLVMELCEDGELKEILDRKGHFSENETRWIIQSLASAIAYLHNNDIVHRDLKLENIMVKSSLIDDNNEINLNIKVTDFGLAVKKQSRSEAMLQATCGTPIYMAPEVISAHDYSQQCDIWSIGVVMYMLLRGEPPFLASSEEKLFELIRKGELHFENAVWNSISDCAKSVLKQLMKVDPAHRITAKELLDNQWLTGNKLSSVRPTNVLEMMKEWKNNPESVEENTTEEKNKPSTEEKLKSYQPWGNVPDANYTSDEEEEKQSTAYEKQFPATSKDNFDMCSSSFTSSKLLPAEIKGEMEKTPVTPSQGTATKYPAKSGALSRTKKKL
# OX1R antag – antagonists of human orexin 1 receptor (OX1R). hit rate 1.8% among 330,000. AID 485270, 2010. Orexin/Hypocretin receptor type 1 (Homo sapiens), O43613. OX1R-expressing cells, FRET antagonist read-out. inhibition, % at 6.6 µM; in the data active = inhibition mostly above about 38%, no sharp cut-off; inactive = mostly below about 40%;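 also: 0% = agonist challenge alone and 100% = reference antagonist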
# Target sequence (O43613 whole entry, looked up): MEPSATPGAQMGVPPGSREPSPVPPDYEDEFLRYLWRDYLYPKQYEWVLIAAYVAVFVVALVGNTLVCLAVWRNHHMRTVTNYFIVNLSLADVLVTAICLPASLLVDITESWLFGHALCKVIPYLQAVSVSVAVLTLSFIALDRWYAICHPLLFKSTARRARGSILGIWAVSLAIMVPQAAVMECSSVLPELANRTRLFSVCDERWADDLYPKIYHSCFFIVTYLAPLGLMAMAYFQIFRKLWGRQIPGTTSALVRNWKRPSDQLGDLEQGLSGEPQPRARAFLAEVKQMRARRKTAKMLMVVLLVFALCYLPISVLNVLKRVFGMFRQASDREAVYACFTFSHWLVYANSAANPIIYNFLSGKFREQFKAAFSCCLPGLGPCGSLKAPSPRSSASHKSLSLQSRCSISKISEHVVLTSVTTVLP
# * = called active by the depositor; · = not tested or not shown.
SMILES,STK33 kinase inh,OX1R antag
O=C(NCCNC(=O)c1cccnc1)c1ccc(Br)cc1,-1.4,5
COc1ccc(NC(=O)Nc2cccc3ccccc23)c(OC)c1,-0.5,30
COc1ccccc1CNC(=O)Cn1nnnc1CN(C)C(C)C,-0.2,7
CC(C)c1nnc(NC(=O)CCC(=O)N2CCN(c3cccc(Cl)c3)CC2)s1,-0.4,3
Cc1ccc(/C=C/C(=O)NC(=S)Nc2ccccc2C(=O)NC2CCCCC2)cc1,0.3,13
Cc1cc(=O)[nH]c2c1cnn2Cc1ccccc1,-0.6,14
O=C(c1cc(-c2ccc(Cl)cc2Cl)on1)N1CCCC1,-0.2,22
CCn1cc(C(=O)NCC2CCCO2)c(=O)c2cc(S(=O)(=O)N3CCC(C)CC3)ccc21 (stereo not drawn),-1.7,11
CCN(CCO)Cc1csc2c(Br)cccc12,-2.5,23
CC(C)CSc1n[nH]c(N)n1,0.5,7
C=CCN(CC=C)CCOc1ccc2ccccc2c1,-0.2,16
Nc1cc([N+](=O)[O-])ccc1Nc1ccccc1,-0.3,20
O=C(Oc1cc(Cl)ccc1Cl)C1=CC=CN2CCS(=O)(=O)N=C12,-1.6,-2
COc1ccc(CCNC(=O)C2CCN(S(=O)(=O)c3ccc4c(c3)oc(=O)n4C)CC2)cc1OC,-1.5,28
S=C(Nc1ccc(Nc2ccccc2)cc1)N1CCN(c2ncccn2)CC1,-0.9,14
Cc1ccc(S(=O)(=O)NCCC(=O)NNc2c(F)c(F)cc(F)c2F)cc1,-1.3,11
COC(=O)c1ccccc1OCC(=O)NC1CCCCC1,0.8,1
CCN(CC)CCCN=Cc1c(-c2ccccc2)[nH]n(-c2nc3ccccc3s2)c1=O,4.3,19
NS(=O)(=O)c1ccc(NCc2ccccc2OCc2ccc(F)cc2)cc1,-0.8,49
Cc1nn(-c2ccc(Cl)cc2)c(=O)c2ccccc12,1.1,3
COc1cc2ccccc2cc1C(=O)Nc1nccs1,6.5,64*
CC(=O)Nc1ccc(CN2CCN(CCC(C)C)C(CCO)C2)cc1 (stereo not drawn),0.2,5
Cc1ccc(NS(=O)(=O)c2ccc(C(=O)NCC3CCCO3)cc2)cc1 (stereo not drawn),-1.0,29
CCC(C)C(=O)OCC1(c2ccc(C)cc2OC(=O)C(C)C)CO1 (stereo not drawn),1.4,7
CN(C(=O)C1CCC(CNS(=O)(=O)c2cccc3cccnc23)CC1)C1CCCCC1 (stereo not drawn),0.1,6

# Further records follow:
SMILES,STK33 kinase inh,OX1R antag
O=S(=O)(c1ccc(F)c(F)c1F)N1CCN(C(=S)NCc2ccccc2)CC1,-1.3,17
COc1cc([N+](=O)[O-])cc(/C=C2/SC(=S)N(Cc3ccccc3)C2=O)c1O,4.8,11
O=S(=O)(NC1CC1)c1cccc(S(=O)(=O)N2CCCC2)c1,-0.4,12
CCOC(=O)CC1COCCN1C(=O)c1ccc2oc(Cc3ccccc3)nc2c1 (stereo not drawn),-2.8,29
CCS(=O)(=O)NCCc1csc(-c2ccccc2)n1,-0.1,38
COC(=O)CC1C(=O)NCCN1C(=S)Nc1ccccc1 (stereo not drawn),-2.5,5
COc1cc(C=O)ccc1OCC(=O)N1CCOCC1,-0.8,10
O=C(O)C12CC3CC(C1)CC(n1cnc(Cl)n1)(C3)C2,-1.6,14
CCOC(=O)C1(CCCc2ccccc2)CCN(C(=O)CN2CCOC2=O)CC1,-1.9,4
Cc1cccc(NC(=O)CN2C(=O)N/C(=C/c3ccc(C)s3)C2=O)c1,-0.7,5
O=C(COc1ccc(S(=O)(=O)N2CCOCC2)cc1)Nc1ccc(Br)cc1,1.7,5
COc1ccc(OCc2cc(C(=O)N(C)C3CCOC3)no2)c(Cl)c1 (stereo not drawn),-0.8,17
CC1CC(C)CN(C(=O)COC(=O)c2cc(S(=O)(=O)N3CCOCC3)ccc2F)C1 (stereo not drawn),·,5
COc1cc(C)ccc1Oc1ncnc(N)c1[N+](=O)[O-],-0.6,14
O=C(NCc1ccc(F)cc1)C(c1ccncc1)N(C(=O)c1csnn1)C1CC1 (stereo not drawn),-0.9,22
CNc1c(NC(=O)c2ccc3c(c2)OCO3)c(=O)oc2ccccc12,-2.0,9
Cc1cc2ccccc2nc1SCC(=O)NC1CCCC1,4.9,30
CCOc1ccc(C(C)=O)cc1COc1cccnc1[N+](=O)[O-],1.7,24
CC1=CC(C)(C)Nc2ccc(OS(=O)(=O)c3ccc(C)cc3)cc21,-1.1,21
COc1cc(C(=O)Nc2cccc(S(=O)(=O)NCc3ccco3)c2)cc(OC)c1OC,0.7,8
Cc1ccc(C(=O)OCC(=O)NCCN2C(=O)CSC2=O)cc1[N+](=O)[O-],-2.3,14
Cc1ccc(C(=O)Nc2ccccc2C(N)=O)o1,6.3,3
COCCN(C(=O)COC(=O)Cc1coc2cc3c(cc12)CCC3)c1c(N)n(Cc2ccccc2)c(=O)[nH]c1=O,0.5,13
C=CCN(c1ccccc1)S(=O)(=O)c1cccc(C(=O)NC2CCN(Cc3ccccc3)CC2)c1,-1.4,16
Cc1nn(-c2ccccc2)nc1C(=O)Oc1cc(C(F)(F)F)nn1-c1ccccc1,-0.4,3

# Entries above that bear a hit mark in OX1R antag.
SMILES,STK33 kinase inh,OX1R antag
COc1cc2ccccc2cc1C(=O)Nc1nccs1,6.5,64*

# (next part)
SMILES,STK33 kinase inh,OX1R antag
CC1C/C(=N\NC(N)=S)c2cc(Cl)ccc2S1 (stereo not drawn),-1.6,9
CC(OC(=O)c1cccnc1Cl)C(=O)Nc1ccc(S(N)(=O)=O)cc1 (stereo not drawn),-1.6,10
NS(=O)(=O)c1ccc(NC(=O)COC(=O)/C=C/c2ccc([N+](=O)[O-])cc2)cc1,-2.2,12
CCOC(=O)c1cccc(NC(=O)CSc2nnc(C)n2CC2CCCO2)c1 (stereo not drawn),-2.3,20
Cc1ccc(C2CC(c3ccccc3)n3ncnc3N2)cc1 (stereo not drawn),-0.1,12
Cc1ccccc1-c1cc(C(=O)N/N=C/c2cccnc2)c2ccccc2n1,1.1,·
O=C(NNc1ccc([N+](=O)[O-])cc1)C1C2CCCCC21 (stereo not drawn),0.1,8
CCOC(=O)c1nc(NCc2cccnc2)c2ccccc2n1,-0.2,25
CC1(C)Cc2c(ccc3ccccc23)C(=O)N1,2.8,15
CCOC(=O)Cc1nnc(NC(=O)CSc2ncc(-c3ccccc3)nn2)s1,-0.4,7
COc1ccc(OC)c(C2=NS(=O)(=O)N(C)C(C(=O)NCc3cccs3)=C2)c1,-0.9,11
Cc1cccc(Nc2cnn(C34CC5CC(CC(CC(=O)O)(C5)C3)C4)c(=O)c2Cl)c1,1.0,10
CSC(=NS(=O)(=O)c1ccccc1)SC,-0.3,5
Cc1ccc(-c2csc(NC(=O)c3cc([N+](=O)[O-])ccc3N3CCOCC3)n2)cc1,1.3,0
O=[N+]([O-])c1cnccc1Nc1ccc(Cl)cc1,-0.4,31
COc1ccc(NC(=S)Nc2ccccc2)c(OC)c1,0.5,2
Cc1cc(F)ccc1NC(=S)NCCc1ccccc1,2.5,·
Cc1cc(Nc2cccc([N+](=O)[O-])c2)c2cccc(C)c2n1,1.1,25
Cc1ccc(OCCNc2ccc(C(F)(F)F)cc2[N+](=O)[O-])cc1,-1.3,14
CCNC(=S)NNC(=O)c1ccc(OC(F)F)cc1,1.1,3
O=C(CN1C(=O)CCC1=O)Nc1nc(-c2ccc(Cl)s2)cs1,·,18
CCC(Sc1ccc(Cl)cc1)C(=O)Nc1nnc(-c2cccc([N+](=O)[O-])c2)s1 (stereo not drawn),-0.7,6
CC1CSc2nc3sc4c(c3c(=O)n21)CCCC4 (stereo not drawn),-1.1,10
COc1cc(C)nc(NC(=S)N(C)C(=O)c2ccccc2)n1,0.0,8
COC(=O)c1ccc(Oc2c(F)c(F)nc(N3CCOCC3)c2F)cc1,-1.0,18

# 20 entries out of the list, sorted by molecular weight, lowest first:
SMILES,STK33 kinase inh,OX1R antag
CC1(C)Cc2c(ccc3ccccc23)C(=O)N1,2.8,15
O=[N+]([O-])c1cnccc1Nc1ccc(Cl)cc1,-0.4,31
CSC(=NS(=O)(=O)c1ccccc1)SC,-0.3,5
O=C(NNc1ccc([N+](=O)[O-])cc1)C1C2CCCCC21 (stereo not drawn),0.1,8
CC1CSc2nc3sc4c(c3c(=O)n21)CCCC4 (stereo not drawn),-1.1,10
CC1C/C(=N\NC(N)=S)c2cc(Cl)ccc2S1 (stereo not drawn),-1.6,9
COc1ccc(NC(=S)Nc2ccccc2)c(OC)c1,0.5,2
CCNC(=S)NNC(=O)c1ccc(OC(F)F)cc1,1.1,3
Cc1ccc(C2CC(c3ccccc3)n3ncnc3N2)cc1 (stereo not drawn),-0.1,12
Cc1cc(Nc2cccc([N+](=O)[O-])c2)c2cccc(C)c2n1,1.1,25
CCOC(=O)c1nc(NCc2cccnc2)c2ccccc2n1,-0.2,25
COc1cc(C)nc(NC(=S)N(C)C(=O)c2ccccc2)n1,0.0,8
Cc1ccc(OCCNc2ccc(C(F)(F)F)cc2[N+](=O)[O-])cc1,-1.3,14
Cc1ccccc1-c1cc(C(=O)N/N=C/c2cccnc2)c2ccccc2n1,1.1,·
CC(OC(=O)c1cccnc1Cl)C(=O)Nc1ccc(S(N)(=O)=O)cc1 (stereo not drawn),-1.6,10
CCOC(=O)c1cccc(NC(=O)CSc2nnc(C)n2CC2CCCO2)c1 (stereo not drawn),-2.3,20
NS(=O)(=O)c1ccc(NC(=O)COC(=O)/C=C/c2ccc([N+](=O)[O-])cc2)cc1,-2.2,12
COc1ccc(OC)c(C2=NS(=O)(=O)N(C)C(C(=O)NCc3cccs3)=C2)c1,-0.9,11
Cc1ccc(-c2csc(NC(=O)c3cc([N+](=O)[O-])ccc3N3CCOCC3)n2)cc1,1.3,0
CCC(Sc1ccc(Cl)cc1)C(=O)Nc1nnc(-c2cccc([N+](=O)[O-])c2)s1 (stereo not drawn),-0.7,6

# The results go on:
SMILES,STK33 kinase inh,OX1R antag
COc1ccc(CCNC(=O)CCCN2C(=O)c3ccccc3C2=O)cc1OC,-0.6,-4
Cc1ccc(S(=O)(=O)NC(=O)Nc2ccc(F)cc2)cc1,0.5,5
CCn1c2ccccc2c2cc(N=C3SC(CC(=O)Nc4ccccc4OC)C(=O)N3C)ccc21 (stereo not drawn),0.4,57
Cc1ccc(C2CC(c3cccc(Br)c3)n3nc(N)nc3N2)cc1 (stereo not drawn),-0.6,8
COc1cccc(/C=C2\SC(=O)N(CC(=O)NC3CCS(=O)(=O)C3)C2=O)c1 (stereo not drawn),-1.0,37
CC(=O)Oc1ccc(C23CC4CC(CC(C4)C2)C3)cc1C(=O)O,-1.0,28
Cc1cc(N)c2cc(NC(=O)/C=C/c3ccccc3Cl)ccc2n1,-2.5,9
CC(=O)[C@H]1[C@H](C#N)C[C@H]2[C@@H]3CC=C4C[C@@H](O)CC[C@]4(C)[C@H]3CC[C@@]21C,3.9,18
CN(Cc1ccccc1)CC(O)COc1ccc(CNCCc2cccnc2)cc1 (stereo not drawn),0.6,16
CCC(=O)Nc1cccc(C2=NOC3(C2)C[C@@H](C(N)=O)N(C(=O)c2ccc(OC)cc2)C3)c1 (stereo partly drawn),-0.2,21
COc1cc(/C=C/c2cccc[n+]2C)ccc1OCC(=O)Nc1ccccc1,0.4,20
COc1cccc(N2CC(O)Cn3c2nc2c3c(=O)n(CCCc3ccccc3)c(=O)n2C)c1 (stereo not drawn),-0.4,1
S=c1nccc(-c2ccc3c(c2)CCO3)[nH]1,-3.1,9
COc1ccccc1N(CC(=O)NC1CCCCC1)C(=O)c1csnn1,-1.1,11
NC1=NC(=O)/C(=C\c2ccco2)S1,3.0,37
CCOc1ncccc1C(=O)OCC(=O)N1CC(=O)Nc2ccccc21,-2.1,4
COc1ccc(S(=O)(=O)N2CCOCC2)cc1NC(=O)CN1C(=O)NC2(CCCCC2C)C1=O (stereo not drawn),-1.5,7
Clc1ccc(-c2nnc(SCc3nc4ccccc4s3)o2)cc1,0.3,25
CC(C)CNC(=O)c1ccc(COc2ccc(Cl)cc2Cl)o1,-0.8,8
Cc1cc(-c2ccc(S(=O)(=O)N3CCN(c4cccc(C(F)(F)F)c4)CC3)s2)on1,-0.4,3
COc1ccc(S(=O)(=O)N2c3ccc(F)cc3CCC2C)cc1 (stereo not drawn),1.5,16
COc1c(C)cc(C(=O)C2CCCN(C(=O)/C=C/c3ccccn3)C2)cc1C (stereo not drawn),0.1,25
Cc1cc(N2CCCC2=O)ccc1S(=O)(=O)Nc1c(C)nn(C)c1C,-1.5,7
O=C(Nc1cc(C(=O)N2CCCC2)ccc1N1CCCC1)c1ccccc1,1.3,1
Nn1c(SCC(=O)Nc2ccc3c(c2)OCCO3)nnc1-c1ccncc1,-1.5,0

# New compounds follow:
SMILES,STK33 kinase inh,OX1R antag
OCCC1CN(CCCc2ccccc2)CCN1CCc1ccccc1 (stereo not drawn),·,12
CC1CCCC(C)N1c1ccc(S(=O)(=O)N2CCOCC2)cc1Cl (stereo not drawn),-0.6,27
CCOC(=O)c1c(C)nc(C)c(C(=O)OCC)c1-c1ccc(OC)cc1,-0.4,14
CC(C)c1ccc(/C=C/C(=O)O)cc1,-1.2,2
Cc1noc(C)c1NC(=O)N(C)C[C@H]1Oc2ccc(NC(=O)Cn3cnnn3)cc2C(=O)N([C@H](C)CO)C[C@@H]1C,-0.6,-1
Cc1ccccc1Nc1nc(NCc2ccco2)c2ccccc2n1,1.7,38
O=C(Cn1cc(CNC(=O)C2CCCCC2)nn1)Nc1cc(C(F)(F)F)ccc1Cl,-1.3,8
O=C(Nc1cccc(Cl)c1)c1cc([N+](=O)[O-])ccc1N1CCN(CCO)CC1,-0.9,9
COc1ccc(-c2nnc(CSc3nc4ccccc4c(=O)n3C)o2)cc1OC,-0.6,5
O=C(NCc1ccccc1)C1CCCN1S(=O)(=O)c1cccc2cccnc12 (stereo not drawn),0.4,14
Cc1cccc(N2CCN(C(=O)Cc3ccc(-n4c(=O)[nH]c5ccsc5c4=O)cc3)CC2C)c1 (stereo not drawn),-1.7,23
COc1ccc(OC)c(CN2CCCC(C(=O)c3ccccc3SC)C2)c1 (stereo not drawn),-1.3,28
